ssDAF12 agonist: activates DAF-12 receptor from parasite S. stercoralis. activation, % at 6.8 µM. HEK293 ssDAF-12/GRIP1 lit1-tk-luc reporter, luminescence; % of 3 µM dafachronic acid response. actives 1% (n = 370,000);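 active means activation above the mean over all tested compounds plus 3 SD, cut at about 0.9% in these data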;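 further: 0% = DMSO-only wells and 100% = 3 µM delta7-dafachronic acid wells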
PLCg1 inh: inhibitors of human phospholipase C gamma1 | purified PLC-gamma1, fluorogenic substrate, fluorescence | inhibition, % at 12.2 µM | actives 0.84% (n = 370,000) | AID 720700; in the data active means inhibition above about 9.5%
DAX1 inh-1: blocks DAX1 repression of SF-1 activated StAR promoter; HEK293T StAR-luciferase reporter, SF-1/DAX-1 repression relief; inhibition, % at 6.8 µM; actives 1.1% (n = 370,000); AID 652010;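 active means inhibition above the mean over all tested compounds plus 3 SD, cut at about 3.6% in these data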;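 further: 0% = DAX-1 cells with DMSO and 100% = cells lacking DAX-1 with DMSO; higher inhibition means more luminescence from relief of DAX-1 repression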
ADAM17 inh: inhibitors of human ADAM17. recombinant ADAM17, EDANS/DABCYL FRET peptide cleavage. inhibition, % at 6.95 µM. actives 0.83% (n = 370,000). AID 720648;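 active means inhibition above the mean of compounds lying between control limits plus 3 SD, set per campaign, cut at about 8.5% in these data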;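 further: 0% = DMSO-only wells as the low control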
hcDAF-12 act: activates DAF-12 receptor from parasite H. contortus. HEK293 hcDAF-12 lit1-tk-luc reporter, luminescence; 0% DMSO, 100% Δ7-dafachronic acid. activation, % at 6.8 µM. actives 1.4% (n = 370,000). AID 652067;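 active means activation above the mean of all tested compounds plus 3 SD, cut at about 5.5% in these data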;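 further: 100% = response to 3 µM Δ7-dafachronic acid high control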
ADAM10 inh: ADAM10 inhibition, QFRET primary screen; O14672; recombinant ADAM10, EDANS/DABCYL FRET peptide cleavage, 3 h; inhibition, % at 7 µM; actives 0.62% (n = 370,000); AID 720582;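 active means inhibition above a per-campaign cutoff equal to the mean of compounds falling between control-based bounds plus 3 SD, cut at about 20% in these data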;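 further: 0% = DMSO wells while the 100% control is not disclosed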
Target sequence (O14672 214-748 limits assumed): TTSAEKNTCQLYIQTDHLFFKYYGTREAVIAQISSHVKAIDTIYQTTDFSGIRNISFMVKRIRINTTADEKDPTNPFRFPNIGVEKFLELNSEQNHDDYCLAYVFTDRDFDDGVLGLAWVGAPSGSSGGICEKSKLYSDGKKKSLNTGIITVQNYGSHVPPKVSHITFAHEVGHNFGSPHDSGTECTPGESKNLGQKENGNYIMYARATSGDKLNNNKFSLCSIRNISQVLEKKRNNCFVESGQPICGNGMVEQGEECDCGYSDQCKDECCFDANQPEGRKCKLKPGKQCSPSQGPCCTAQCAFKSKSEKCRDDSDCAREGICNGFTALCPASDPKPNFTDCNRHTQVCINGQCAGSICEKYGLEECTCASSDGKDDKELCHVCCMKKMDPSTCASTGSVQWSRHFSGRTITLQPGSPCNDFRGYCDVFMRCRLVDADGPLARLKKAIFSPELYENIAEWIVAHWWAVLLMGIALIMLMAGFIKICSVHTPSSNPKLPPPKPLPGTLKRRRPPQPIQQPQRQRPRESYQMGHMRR
DAX1 inh-2: NR0B1 (DAX1) inhibition. HEK293 Gal4-DAX1 luciferase reporter, luminescence. inhibition, % at 6.75 µM. actives 0.99% (n = 340,000). AID 504766;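 active means inhibition above the mean over all tested compounds plus 3 SD, cut at about 4.2% in these data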;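 further: 0% = DAX1-transfected cells with DMSO and 100% = empty-vector control cells with DMSO; inhibition shows as a rise in luminescence from relieved DAX1 repression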
PLC-beta3 inh: blocks human PLC-beta3 enzyme activity | Q01970 | Purified PLC-beta3, fluorogenic substrate, fluorescence | inhibition, % at 12.2 µM | actives 0.18% (n = 370,000) | AID 720704; in the data active means inhibition above about 11%;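 further: 0% = median of compound wells on plate and 100% = full blocker control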
FXN GAA850 act: increases GAA850 frataxin promoter reporter activity; actives 0.56% (n = 360,000); activation, % at 6 µM; HEK293 lucGAA850 FXN promoter luciferase reporter, 24 h; percent of 10 µM SAHA response;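 active means activation above the average of all compounds screened plus 3 SD, cutoff fixed separately per campaign, cut at about 7.5% in these data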;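 further: 0% = DMSO wells and 100% = 10 µM SAHA wells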
hgDAF-12 ag: hgDAF-12 agonism, primary luciferase screen; HEK293 GAL4-hgDAF12 UAS-luciferase reporter, agonist luminescence; normalized to butyrate control; activation, % at 6.8 µM; actives 1.8% (n = 370,000); AID 687014;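 active means activation above a cutoff set at the mean of all screened compounds plus 3 SD, cut at about 10% in these data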;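 further: 0% = DMSO wells and 100% = sodium butyrate wells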
HGIII-sPLA2 inh: Inhibits HGIII-sPLA2 liposome hydrolysis, primary screen; Q9NZ20; QFRET BODIPY PC-A2 liposome hydrolysis, fluorescence; inhibition, % at 12.2 µM; actives 0.56% (n = 370,000); AID 743126;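 active means inhibition above mean plus 3 SD of compounds lying within the high and low control bounds, cut at about 19% in these data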;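 further: 0% = median of test compound wells and 100% = no enzyme DMSO wells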
Target sequence (Q9NZ20 whole entry, looked up): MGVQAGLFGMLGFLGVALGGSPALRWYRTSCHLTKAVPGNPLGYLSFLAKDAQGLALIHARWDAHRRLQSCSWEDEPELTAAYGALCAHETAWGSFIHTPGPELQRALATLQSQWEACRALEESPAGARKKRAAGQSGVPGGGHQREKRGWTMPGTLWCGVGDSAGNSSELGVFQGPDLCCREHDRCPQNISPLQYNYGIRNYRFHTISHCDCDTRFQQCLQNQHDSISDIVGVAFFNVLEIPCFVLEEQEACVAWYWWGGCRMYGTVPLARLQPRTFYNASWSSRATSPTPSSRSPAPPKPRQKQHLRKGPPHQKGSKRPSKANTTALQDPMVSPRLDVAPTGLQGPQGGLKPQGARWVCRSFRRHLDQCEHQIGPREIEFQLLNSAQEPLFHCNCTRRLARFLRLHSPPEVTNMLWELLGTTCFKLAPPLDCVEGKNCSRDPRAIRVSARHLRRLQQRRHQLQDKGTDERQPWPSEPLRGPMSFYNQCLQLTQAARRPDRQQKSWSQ
Starred values were filed as active, the others as inactive; i = inactive; / = no result given.

SMILES	ssDAF12 agonist	PLCg1 inh	DAX1 inh-1	ADAM17 inh	hcDAF-12 act	ADAM10 inh	DAX1 inh-2	PLC-beta3 inh	FXN GAA850 act	hgDAF-12 ag	HGIII-sPLA2 inh
COCCNC(=O)CSc1cc(-c2ccccc2)c2ccc(OC)cc2n1	-2.0	-8	-1.1	-29	-1.7	-92	-1.5	-18	-0.4	-0.2	-12
O=C(Nc1cccnc1)c1cccnc1	-2.2	2	-0.9	-4	-2.5	3	-0.5	2	1.3	-0.6	4
Cc1ccc(S(=O)(=O)N(Cc2ccccc2Cl)C(=O)N2CCN(C)CC2)cc1	-0.3	2	-0.6	-2	2.4	-9	-1.0	-4	0.2	2.0	6
O=C(NC1CCSC1=O)c1ccc(Oc2ccc(F)cc2)nc1 (centres undefined)	-0.8	-1	1.0	-4	0.0	2	0.9	1	0.7	3.2	4
COc1ccc(OC)c(N(CC(=O)NCc2ccncc2)S(C)(=O)=O)c1	-0.6	2	0.6	-6	-2.6	-1	1.9	0	-2.1	-2.0	7
COC(=O)Cc1cc(=O)n(-c2nc3ccccc3s2)[nH]1	0.3	-64	0.6	-3	5.3	-1	-0.4	-44	-0.1	-1.5	-10
CCOC(=O)Cn1nnnc1CN(Cc1cccs1)Cc1cc2cc(C)ccc2[nH]c1=O	-0.8	0	-0.5	-3	-2.1	-13	-0.8	-3	0.4	-0.7	-4
O=C(CSc1cn[nH]n1)Nc1ccccc1C(=O)O	-1.3	2	0.2	0	-1.5	3	-0.1	-1	1.0	-3.0	-4
CC(Sc1nnc(-c2ccc(Cl)cc2Cl)n1Cc1ccccc1)C(=O)Nc1nccs1 (centres undefined)	-1.0	7	-1.4	2	-0.8	6	-0.3	1	0.1	-2.5	-18
CC(C)(C)c1ccc(NC(=O)COC(=O)C2(C)CC2(Cl)Cl)cc1 (centres undefined)	-0.8	0	0.9	7	0.6	14	-0.4	-4	5.8	5.8	-12
Cc1ccccc1NC(=O)Cc1nc(COC(=O)/C=C/c2ccccc2)cs1	-0.7	1	0.1	2	-1.6	4	0.4	1	0.0	2.5	-60
COc1ccc(/C=N/NC(=O)CN(C2=NS(=O)(=O)c3ccccc32)c2ccccc2)cc1OC	-0.8	3	0.3	4	-2.1	7	-0.8	1	6.1	-2.2	-5
O=C(NCCCNc1ccc(C(F)(F)F)cc1[N+](=O)[O-])c1ccc(F)cc1	-0.8	2	0.1	2	-1.2	8	0.9	3	0.3	0.7	-2
Cn1ccnc1SCC(=O)Nc1cccc(O)c1	-1.7	0	0.7	-2	1.8	-3	2.6	2	1.3	4.2	-2
CN(Cc1cnn(-c2ccc(F)cc2)c1)C(=O)[C@H]1O[C@@H](n2ccc(=O)[nH]c2=O)[C@H](O)[C@@H]1O	-0.9	1	-0.9	2	-0.3	-3	/	3	/	1.1	-2
O=C(Cn1ncc2c3ccccc3n(Cc3ccccc3)c2c1=O)NCCN1CCOCC1	-1.0	-2	-1.8	-15	-0.7	-38	-0.2	-10	2.4	0.0	3
NS(=O)(=O)c1ccc(NC(=O)COc2ccc(C(=O)c3ccc(F)cc3)cc2)cc1	-2.5	-4	-1.4	-2	-2.6	2	-3.2	-12	-3.0	-3.7	4
Nc1nnc(SCC(=O)Nc2cccnc2Cl)s1	-0.8	-1	2.2	-4	-0.4	0	0.4	-8	1.3	0.9	5
COc1ccc(NC(=O)CC2C(=O)N(c3ccc(OC)cc3)C(=O)N2CCN2CCN(C)CC2)cc1 (centres undefined)	-1.4	2	-0.2	-2	0.1	0	0.8	1	2.9	-0.1	-2
Cc1ccc(N2C(=O)C3CCC(c4ccccc4)CC3C2=O)cc1 (centres undefined)	-1.4	1	-0.4	-1	0.5	-1	1.6	0	0.6	-1.7	3
COc1ccc(NC(=O)Cn2nnc(C(=O)NCc3ccccc3OC)c2N)cc1Cl	-1.1	1	0.3	0	-1.5	1	1.4	5	-2.4	1.4	-17
O=c1c2ccccc2nc(/C=C/c2ccc(O)cc2)n1CCc1ccccc1	-2.4	-417	-1.9	-9	-3.7	-16	-3.4	-435	-2.9	0.5	-21
CCOC(=O)N1CCN(C(=O)CC(C(=O)N2CCc3ccccc32)n2ccnc2)CC1 (centres undefined)	-1.2	0	-0.2	-4	-1.0	-4	0.2	2	4.3	-0.3	0
Cc1ccc(-c2csc3ncnc(NCCN4CCOCC4)c23)cc1	-1.5	-2	-0.8	0	-3.3	-1	-1.2	1	-2.6	0.9	-6
Cc1c(-c2ccc(F)cc2)[n+](=O)c(-c2ccc(F)cc2)c(C)n1[O-]	-0.5	0	-0.6	-3	4.7	-10	3.2	1	1.0	-0.3	0

Some of the entries so far, with two lines to a compound:
Each structure is followed by: ssDAF12 agonist, PLCg1 inh, DAX1 inh-1, ADAM17 inh, hcDAF-12 act, ADAM10 inh, DAX1 inh-2, PLC-beta3 inh, FXN GAA850 act, hgDAF-12 ag, HGIII-sPLA2 inh
> COCCNC(=O)CSc1cc(-c2ccccc2)c2ccc(OC)cc2n1
    -2.0, -8, -1.1, -29, -1.7, -92, -1.5, -18, -0.4, -0.2, -12
> O=C(Nc1cccnc1)c1cccnc1
    -2.2, 2, -0.9, -4, -2.5, 3, -0.5, 2, 1.3, -0.6, 4
> Cc1ccc(S(=O)(=O)N(Cc2ccccc2Cl)C(=O)N2CCN(C)CC2)cc1
    -0.3, 2, -0.6, -2, 2.4, -9, -1.0, -4, 0.2, 2.0, 6
> O=C(NC1CCSC1=O)c1ccc(Oc2ccc(F)cc2)nc1 (centres undefined)
    -0.8, -1, 1.0, -4, 0.0, 2, 0.9, 1, 0.7, 3.2, 4
> COc1ccc(OC)c(N(CC(=O)NCc2ccncc2)S(C)(=O)=O)c1
    -0.6, 2, 0.6, -6, -2.6, -1, 1.9, 0, -2.1, -2.0, 7
> COC(=O)Cc1cc(=O)n(-c2nc3ccccc3s2)[nH]1
    0.3, -64, 0.6, -3, 5.3, -1, -0.4, -44, -0.1, -1.5, -10
> CCOC(=O)Cn1nnnc1CN(Cc1cccs1)Cc1cc2cc(C)ccc2[nH]c1=O
    -0.8, 0, -0.5, -3, -2.1, -13, -0.8, -3, 0.4, -0.7, -4
> O=C(CSc1cn[nH]n1)Nc1ccccc1C(=O)O
    -1.3, 2, 0.2, 0, -1.5, 3, -0.1, -1, 1.0, -3.0, -4
> CC(Sc1nnc(-c2ccc(Cl)cc2Cl)n1Cc1ccccc1)C(=O)Nc1nccs1 (centres undefined)
    -1.0, 7, -1.4, 2, -0.8, 6, -0.3, 1, 0.1, -2.5, -18
> CC(C)(C)c1ccc(NC(=O)COC(=O)C2(C)CC2(Cl)Cl)cc1 (centres undefined)
    -0.8, 0, 0.9, 7, 0.6, 14, -0.4, -4, 5.8, 5.8, -12
> Cc1ccccc1NC(=O)Cc1nc(COC(=O)/C=C/c2ccccc2)cs1
    -0.7, 1, 0.1, 2, -1.6, 4, 0.4, 1, 0.0, 2.5, -60

The list goes on:
SMILES	ssDAF12 agonist	PLCg1 inh	DAX1 inh-1	ADAM17 inh	hcDAF-12 act	ADAM10 inh	DAX1 inh-2	PLC-beta3 inh	FXN GAA850 act	hgDAF-12 ag	HGIII-sPLA2 inh
CC(=O)Nc1nc2cc(C(N)=O)ccc2s1	-0.8	-9	2.5	5	0.7	0	-1.0	-15	0.0	1.6	-1
COC(=O)[C@]12C[C@H](CC(=O)NCCc3ccccc3OC)C(=O)N(Cc3cccc4ccccc34)C1=C[C@H](C(C)(C)C)O[C@@H]2C	-0.8	5	-1.2	4	-1.1	16	/	0	/	-1.9	-1
COc1cc(/C=C2/NC(=O)N(c3cccc(Cl)c3)C2=O)ccc1O	-1.1	-116	0.1	-3	-1.9	-7	-1.4	-143	0.1	0.3	-20
COc1cccc(OCC(=O)NNC(=O)Cc2cccs2)c1	-1.6	-1	0.1	-1	-0.8	8	-0.3	1	-0.1	1.5	3
CCCC(=O)Nc1cc(C)c(NC(=O)C23CC4CC(CC(C4)C2)C3)cn1	-1.1	2	-0.5	-4	-2.1	-4	-0.3	-1	1.8	-0.9	7
O=[N+]([O-])c1cccnc1N1CCN(c2ccccc2F)CC1	-1.0	-1	0.7	-2	-2.2	0	-1.3	-10	3.9	0.2	3
O=C1OCCC1Sc1nnc(-c2ccc(O)cc2)o1 (centres undefined)	-1.1	0	0.6	-4	-1.5	-5	1.0	4	0.2	-0.4	-4
CC(C)(C)Cc1c(-c2ccc(Cl)cc2)nc2ccc(Cl)cn12	-0.6	0	-0.5	-3	-2.6	0	2.6	2	0.9	2.3	-2
CC(C)(C)OC(=O)NC(Cc1ccccc1)C(=O)NCCCC(=O)O (centres undefined)	-1.2	4	0.7	-3	-1.9	-3	-0.6	-7	0.1	-0.3	2
COc1ccc(Cl)cc1CC=NNC(=O)c1cccc(C)c1O	-0.2	-72	-0.7	-1	-0.5	-23	1.5	-99	4.0	0.1	-8
CC(CCc1ccc(O)cc1)N(C)CCc1ccccc1 (centres undefined)	-1.3	1	-0.1	-5	-0.2	-2	0.2	2	2.8	-1.0	6
CC(C)CCNC(=O)c1cccc(Cl)c1	-1.0	1	-0.3	-1	-0.6	8	-0.9	2	1.3	1.1	0
COc1cccc(C(=O)O/N=C(\N)c2ccccn2)c1OC	0.1	-3	2.5	-2	6.6*	5	0.7	-7	1.5	9.8	6
CC(=O)Nc1ccc(S(=O)(=O)Nc2nc3ccccc3nc2Nc2ccc3ccccc3c2)cc1	0.0	-45	0.1	-18	4.4	-49	0.5	-61	0.3	2.9	-16
Cc1ccc(CNC(=O)C(=O)NCCCn2ccnc2)cc1	-0.2	1	0.2	-4	-1.4	-10	-0.4	1	1.3	2.1	11
c1cc2c(cc1C1CCCCC1)c1c3n2CCN=C3CCC1	-0.6	i	-0.6	-8	0.9	-9	-0.2	i	1.6	-1.2	-7
Cc1cc(-c2ccc(C)c(S(=O)(=O)NCCc3ccco3)c2)on1	-1.2	-2	-0.7	-1	-1.8	3	-0.5	-19	-0.5	1.4	-28
CCC[C@H]1[C@@H](OC(=O)NCc2ccc(OC)c(OC)c2)CC[C@@]23CCCN2C(=O)CCC[C@@H]13	-1.5	0	/	-3	-0.5	-3	/	0	/	1.1	-2
CCN(CC)CCN(C)C1CCC(c2ccccc2)CC1 (centres undefined)	-1.0	6	-0.3	0	0.7	-4	-0.6	6	3.9	1.4	-2
COc1ccccc1CN1CC(C(=O)NCCn2ccc(C)n2)CCC1=O (centres undefined)	-0.8	3	-1.1	-4	-3.0	-1	1.1	3	1.7	2.9	4
COc1ccc(-c2csc(N(CCc3ccccc3)C(=O)COc3ccccc3)n2)cc1	-1.4	0	0.1	-3	-1.7	-7	0.8	0	1.4	-1.6	4
Cc1cccc(Cc2c(C)nc3nc(SCC(=O)O)nn3c2C)c1	-0.5	-1	-0.1	2	-0.5	-6	1.0	-1	2.2	0.2	7
Cc1ccccc1CNC(=O)CC1C(=O)NCCN1Cc1c(F)cccc1Cl (centres undefined)	-0.7	1	-0.1	-3	-2.1	-1	-0.4	2	-0.9	-3.2	-4

From PubChem

Compounds were not picked by outcome; overall some 6.9% were active at least once.
